Coupling enz: coupling enzyme interference in Giardia aldolase counter-screen. 290,000 tested, 0.67% active. coupling enzyme system counterscreen, AmpLite Red fluorescence. activity change, negative = inhibition, % at 58.2 µM, hits read low; in the data active means activity change below about -30%; further: on the % scale 0 is the no-effect control and ±100 the full control effect
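Coupling enzymes only (glyceraldehyde-3-phosphate) + compound, at 57.5 uM final, 10 min RT; add substrate/coupling/AmpLite Red mix, 20 min RT; fluorescence ex 525/em 598 nm. Actives flag coupling-system interference.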
Giardia killer: kills Giardia lamblia; Giardia lamblia trophozoite viability; activity change, % at 7.66 µM, hits read low; 340,000 tested, 0.15% active; in the data active means activity change below about -80%; inconclusive means between about -30% and that limit;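 further: parasites exposed to compound for two days anaerobically before the ATP read; on the % scale 0 is the no-effect control and ±100 the full control effect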
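ATP-content bioluminescence gauges trophozoite survival. Cells (100/well) receive compound and incubate anaerobically for 48 hrs at 37 deg C; detection reagent follows for 15-30 min at room temperature.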
Rab9 promoter act: Rab9 promoter activation | Huh7 Rab9 promoter-luciferase reporter, luminescence, 24 h | Potency, µM (highest dose often 9.22 µM), for inactives: at the highest dose activation, negative = inhibition, most hits filed as activators | AID 485297 | 320,000 tested, 2.8% active; further: potency means the concentration at half of the fitted maximal effect; % of control where 0% means no effect; nearly all actives have a fitted effect of over 60% in size
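Huh7 cells stably carrying Rab9 promoter–luciferase reporter, plated 1500 cells/well, compound added after 2 h and incubated 24 h at 37 °C; luciferase luminescence then read after 10 min with detection reagent.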
ELG1 genotox: induces genotoxicity in HEK293T cells with luciferase-tagged ELG1; HEK293T ELG1-luciferase reporter, luminescence, 16 h; Potency, µM (highest dose often 46 µM), for inactives: at the highest dose activity change, positive = activation, usual class: activators; 330,000 tested, 1.3% active; further: potency means the concentration at half of the fitted maximal effect; % of control where 0% means no effect; nearly all actives have a fitted effect of over 60% in size
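Screening used a luciferase reporter fused to human ELG1 in HEK293T cells. Luminescence was read on a CCD plate imager after 16 hr exposure and 30 min ONE-Glo incubation.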
RORg inh: ROR gamma (mouse) transcription inhibition | P51450 | Drosophila S2 Gal4-RORgamma UAS-luciferase reporter, 20 h | Potency, µM (titrated, usually from 53.6 µM), for inactives: at the top dose activity change, negative = inhibition, most hits filed as inhibitors | 310,000 tested, 5.4% active | AID 2551; further: potency means the concentration at half of the fitted maximal effect; on the % scale 0 is the no-effect control and ±100 the full control effect; nearly all actives have a fitted effect of over 60% in size
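ROR gamma transcriptional activity was tracked as Gal4-UAS luciferase output in stably transfected Drosophila Schneider cells, with compound added 1 hr before 700 uM copper sulfate induction and a 20 hr ambient-temperature incubation.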
uPA surface inh: cell surface uPA generation inhibition; 330,000 tested, 0.31% active; Potency, µM (top dose mostly 38.3 µM), for inactives: at the highest dose activity change, negative = inhibition, hits mostly inhibitors; cell surface uPA generation assay, qHTS; active means well fitted inhibition curve with a large enough effect; inconclusive means small, poorly fitted or top-dose-only effect; inactive means no such curve, though single readings can be large or run the other way; tested in mouse RAW 264.7 cells; further: potency means the concentration at half of the fitted maximal effect; on the % scale 0 is the no-effect control and ±100 the full control effect; nearly all actives have a fitted effect of over 55% in size
VP16 counter: counter-screen for ROR gamma inhibitors: Gal4-VP16 reporter; Drosophila S2 Gal4-VP16 UAS-luciferase, luminescence, 20 h; 310,000 tested, 3.5% active; Potency, µM (doses to about 53.6 µM), for inactives: at the highest dose activity, negative = inhibition, most hits filed as inhibitors;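 further: Gal4-VP16 expression switched on by copper sulfate through the metallothionein promoter; potency means the concentration at half of the fitted maximal effect; on the % scale 0 is the no-effect control and ±100 the full control effect; nearly all actives have a fitted effect of over 50% in size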
Tb PFK block: T. brucei PFK enzyme inhibition. O15648. T. brucei PFK, ADP-Glo luminescence. Potency, µM (titrated, usually from 57.5 µM), inactives show at the highest dose activity, negative = inhibition, most hits filed as inhibitors. 330,000 tested, 0.17% active;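 further: potency means the concentration at half of the fitted maximal effect; 0% = uninhibited 1x PFK enzyme wells and -100% = no-enzyme wells; nearly all actives have a fitted effect of over 60% in size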
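Activity is normalized to no-enzyme wells (full inhibition) and 1.25 nM enzyme wells (no inhibition). Reaction: 0.5 mM F6P, 0.1 mM ATP, 45 min RT, ADP-Glo luminescence; concentration-response curves fitted and classed by quality.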
KCNH2 3.1 inh: inhibitors of human KCNH2 3.1 potassium channel isoform; U2OS KCNH2 3.1, thallium flux FluxOr; hits give low values; 340,000 tested, 0.95% active; activity change, % (tested at about 1.8 µM); AID 720553;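 active means maximum activity change below -70%; inconclusive means maximum activity change from -70% to -50%; inactive means maximum activity change above -50%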;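 further: thallium influx rate constant from kinetic fluorescence after stimulation buffer; on the % scale 0 is the no-effect control and ±100 the full control effect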
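FluxOr-based Tl+ influx in U2OS cells transduced with KCNH2 3.1 virus; rate constants normalized to DMSO controls.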
NPC1 prom act: activators of NPC1 promoter. Huh7 NPC1 promoter luciferase reporter, 24 h. Potency, µM (top dose mostly 9.22 µM), without a hit: top-dose activation, hits mostly activators. 320,000 tested, 2.4% active;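 further: potency means the concentration at half of the fitted maximal effect; % of control where 0% means no effect; nearly all actives have a fitted effect of over 60% in size; reporter is driven by a mutant NPC1 promoter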
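In 1536-well qHTS, Huh7 cells harboring an NPC1 promoter–luciferase construct received compound for 24 h; activation was quantified by luminescence following luciferase reagent addition.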
FLuc counter: inhibits or activates purified firefly luciferase, miR-21 counter-screen. P08659. 360,000 tested, 6.9% active. Potency, µM (top dose mostly 57.5 µM), without a hit: at the highest dose activity change, negative = inhibition, actives largely listed as inhibitors. AID 588342. purified FLuc, Km substrates, luminescence inhibition;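 further: potency means the concentration at half of the fitted maximal effect; plate controls were vehicle for no effect and reference inhibitor for full effect; nearly all actives have a fitted effect of over 55% in size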
Target sequence (P08659 whole entry, looked up): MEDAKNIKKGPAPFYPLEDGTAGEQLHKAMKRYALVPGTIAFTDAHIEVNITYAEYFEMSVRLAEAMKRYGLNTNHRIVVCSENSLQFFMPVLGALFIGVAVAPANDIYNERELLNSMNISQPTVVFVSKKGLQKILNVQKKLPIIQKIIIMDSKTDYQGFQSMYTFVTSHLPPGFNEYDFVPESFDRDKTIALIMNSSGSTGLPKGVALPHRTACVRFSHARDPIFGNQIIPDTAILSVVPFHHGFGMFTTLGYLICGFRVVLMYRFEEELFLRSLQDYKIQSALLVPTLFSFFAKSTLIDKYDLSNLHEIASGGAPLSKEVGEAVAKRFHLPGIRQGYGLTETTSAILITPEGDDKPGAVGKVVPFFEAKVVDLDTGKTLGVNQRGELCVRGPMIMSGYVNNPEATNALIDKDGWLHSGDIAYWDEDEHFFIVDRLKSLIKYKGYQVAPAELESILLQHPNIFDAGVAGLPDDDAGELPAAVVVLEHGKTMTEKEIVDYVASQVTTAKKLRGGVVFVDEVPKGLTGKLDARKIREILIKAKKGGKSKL
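Purified P. pyralis luciferase, 10 nM final, with Km-level 10 uM D-luciferin and 10 uM ATP in 50 mM Tris acetate pH 7.5, 10 mM Mg acetate, 0.01% Tween-20, 0.05% BSA; 6-point qHTS titration about 60 µM downward; luminescence read.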
An asterisk follows results filed as active; u = inconclusive; x = not tested or not shown; [ ] = dose if it differs, or a comment. Unless noted, the call rests on the fitted dose curve; in most records, active means well fitted curve in the direction sought with a large enough effect; inconclusive means small, poorly fitted or top-dose-only effect, or another doubt; inactive means no such curve, though single readings can be large; an effect the other way counts as inactive or inconclusive.

SMILES	Coupling enz	Giardia killer	Rab9 promoter act	ELG1 genotox	RORg inh	uPA surface inh	VP16 counter	Tb PFK block	KCNH2 3.1 inh	NPC1 prom act	FLuc counter
Cc1ccc(N2CCN(/N=C/c3cccs3)CC2)cc1	-1	1	2%	13%	u	x	-5%	-6%	5	10%	10%
COc1ccc(S(=O)(=O)N2Cc3ccccc3CC2C(=O)Nc2ccc3c(c2)OCO3)cc1 (stereo not given)	0	-22	-5%	2%	9%	9%	-8%	0%	-3	2%	u
CCSc1nnc([C@@H](NC(=O)OC(C)(C)C)C(C)C)o1	2	-11	1%	-1%	-10%	6%	4%	-5%	0	1%	-1%
O=C(Cc1cccc(F)c1)N1CCCC(CO)(Cc2ccc(F)cc2F)C1 (stereo not given)	0	11	-1%	-5%	21%	-7%	-3%	-3%	17	3%	1%
COc1ccc(C)cc1NC(=S)N1CCN(c2ncccn2)CC1	-3	-28	17%	4%	-22%	3%	-8%	-2%	16	2%	6%
COc1ccc2c(CC(=O)Nc3nnc(C4CC4)s3)coc2c1	1	-18	-1%	8%	u	3%	x	-1%	3	0%	4%
CCc1nnc(NC(=O)CSc2nnc(COc3ccccc3C)o2)s1	2	-11	-3%	6%	11µM*	7%	u	0%	-24	1%	-9%
CCOc1ccc(S(=O)(=O)NCC(=O)NC2CCCCC2)cc1	x	-7	-4%	-4%	x	6%	x	-11%	-12	1%	2%
Cc1noc(C)c1S(=O)(=O)N(CC(=O)Nc1ccc2c(c1)OCCO2)c1ccc(C(C)C)cc1	-4	14	-9%	-17%	-1%	u	1%	-1%	3	1%	6%
CCCCS(=O)(=O)NC1=NCN(CCO)CN1	-1	11	6%	-1%	4%	2%	-12%	4%	12	2%	3%
N/C(=N\OC(=O)COc1ccc([N+](=O)[O-])cc1)c1ccncc1	3	3	12%	14%	11%	0%	8%	6%	19	-2%	4%
CCOc1ccc(S(=O)(=O)N2CCOCC2)cc1NC(=O)c1ccccc1F	1	5	-5%	-3%	-12%	-5%	2%	-4%	0	-1%	1%
O=C(Cc1ccc(Cl)cc1)N/N=C/c1ccccc1	-8	-13	-3%	2%	-1%	16%	-13%	-3%	4	-4%	0%
O=C(CCC1CCN(C(=O)c2cccc(Cl)c2F)CC1)Nc1ccccc1	x	6	1%	-11%	2%	u	21%	5%	7	-1%	-1%
COc1cccc2cc(C(=O)N3CCN(c4ncccn4)CC3)c(=O)oc12	5	-3	2%	4%	23%	x	-5%[0.365 µM]	6%	-1	2%	-9%
CCOC(=O)c1nnn(-c2nonc2N)c1CS(=O)(=O)c1ccccc1	6	3	-3%	0%	15%	-8%	4%	-5%	1	-1%	8%
Cc1c(/C=N/NC(=O)CNc2ccccc2)c2ccccn2c1C(=O)c1ccncc1	5	-10	-2%	-6%	u	6%	u	2%	-1	1%	-13%
CC(Sc1nc(=O)cc(N)n1CCc1ccccc1)C(=O)NCc1ccccc1 (stereo not given)	3	-10	0%	-3%	-3%	1%	1%	1%	9	7%	-3%
CCOC(=O)N1CCC(Nc2c(NCCCN(CC)CC)c(=O)c2=O)CC1	3	-1	-7%	3%	5%	9%	3%	1%	-4	-2%	1%

Three structures out of the list, arranged by SMILES length, ascending:
SMILES	Coupling enz	Giardia killer	Rab9 promoter act	ELG1 genotox	RORg inh	uPA surface inh	VP16 counter	Tb PFK block	KCNH2 3.1 inh	NPC1 prom act	FLuc counter
COc1ccc2c(CC(=O)Nc3nnc(C4CC4)s3)coc2c1	1	-18	-1%	8%	u	3%	x	-1%	3	0%	4%
N/C(=N\OC(=O)COc1ccc([N+](=O)[O-])cc1)c1ccncc1	3	3	12%	14%	11%	0%	8%	6%	19	-2%	4%
COc1ccc(S(=O)(=O)N2Cc3ccccc3CC2C(=O)Nc2ccc3c(c2)OCO3)cc1 (stereo not given)	0	-22	-5%	2%	9%	9%	-8%	0%	-3	2%	u

Of the compounds above, 2 contain a Cl atom.
SMILES	Coupling enz	Giardia killer	Rab9 promoter act	ELG1 genotox	RORg inh	uPA surface inh	VP16 counter	Tb PFK block	KCNH2 3.1 inh	NPC1 prom act	FLuc counter
O=C(Cc1ccc(Cl)cc1)N/N=C/c1ccccc1	-8	-13	-3%	2%	-1%	16%	-13%	-3%	4	-4%	0%
O=C(CCC1CCN(C(=O)c2cccc(Cl)c2F)CC1)Nc1ccccc1	x	6	1%	-11%	2%	u	21%	5%	7	-1%	-1%

Compounds shown so far that have an aryl methoxy group, in the order listed:
SMILES	Coupling enz	Giardia killer	Rab9 promoter act	ELG1 genotox	RORg inh	uPA surface inh	VP16 counter	Tb PFK block	KCNH2 3.1 inh	NPC1 prom act	FLuc counter
COc1ccc(S(=O)(=O)N2Cc3ccccc3CC2C(=O)Nc2ccc3c(c2)OCO3)cc1 (stereo not given)	0	-22	-5%	2%	9%	9%	-8%	0%	-3	2%	u
COc1ccc(C)cc1NC(=S)N1CCN(c2ncccn2)CC1	-3	-28	17%	4%	-22%	3%	-8%	-2%	16	2%	6%
COc1ccc2c(CC(=O)Nc3nnc(C4CC4)s3)coc2c1	1	-18	-1%	8%	u	3%	x	-1%	3	0%	4%
COc1cccc2cc(C(=O)N3CCN(c4ncccn4)CC3)c(=O)oc12	5	-3	2%	4%	23%	x	-5%[0.365 µM]	6%	-1	2%	-9%

Assay outcomes from PubChem.
